Screens from PubChem BioAssay.
Casp1 inh: allosteric or competitive inhibitors of human caspase-1 | Caspase-1 enzyme, Ac-WEHD-AFC fluorogenic rate | Potency, µM (doses to about 57.5 µM), without a hit: at the highest dose activity change, negative = inhibition, actives largely listed as inhibitors | 75,000 tested, 0.03% active;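 further: potency means the concentration at half of the fitted maximal effect; plate controls were vehicle for no effect and no substrate for full effect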
ERK AVP block: blocks ERK signaling stimulated by vasopressin. 72,000 tested, 0.99% active. HEK293-V1b, vasopressin-stimulated pERK AlphaScreen. AID 995. Potency, µM (series often up to 57.5 µM), without a hit: at the top dose activity, negative = inhibition, usual class: inhibitors; further: potency means the concentration at half of the fitted maximal effect; on the % scale 0 is the no-effect control and ±100 the full control effect; nearly all actives have a fitted effect of over 55% in size
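Overnight-seeded V1b-HEK293 cells in 1% FBS got compound, then vasopressin (25 nM final, 5 min, 37C), then lysis buffer. AlphaScreen detection of phospho-ERK; activity normalized to basal and full-stimulation controls.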
Caspase-7 inhib: allosteric or competitive inhibitors of human caspase-7; P55210; recombinant caspase-7, Ac-DEVD-AFC fluorescence rate; Potency, µM (top dose mostly 57.5 µM), for the others: at the highest dose activity change, negative = inhibition, hits mostly inhibitors; 75,000 tested, 0.02% active; AID 889; active means well fitted inhibition curve with a large enough effect in the main read-out, with a control signal flat, not every such curve was filed as active; inconclusive means small, poorly fitted or top-dose-only effect, or a change in a side signal; further: potency means the concentration at half of the fitted maximal effect; % of control where 0% means no effect
Target sequence (P55210 24-198 limits assumed): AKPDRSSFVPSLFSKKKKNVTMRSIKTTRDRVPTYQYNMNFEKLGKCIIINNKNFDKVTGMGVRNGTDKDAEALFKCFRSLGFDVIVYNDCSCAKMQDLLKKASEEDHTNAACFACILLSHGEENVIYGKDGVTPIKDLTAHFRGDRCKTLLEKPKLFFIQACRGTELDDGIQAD
Target sequence (P55210 207-303 limits assumed): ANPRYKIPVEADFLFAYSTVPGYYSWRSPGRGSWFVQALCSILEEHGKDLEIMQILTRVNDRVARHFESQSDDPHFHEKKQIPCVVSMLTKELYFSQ
Rhodamine fluor: rhodamine region autofluorescence | 59,000 tested, 0.05% active | Rhodamine-region fluorescence, 547/598 nm, Tris buffer; stronger effect = higher value | max dye-equivalent concentration, M; in the data active means max dye-equivalent concentration above about 11 nM; inconclusive means between about 1.1 nM and that limit
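Compounds in 100 mM Tris buffer, pH 8.0, were incubated 15 min at room temperature, then read at 547 nm excitation and 598 nm emission. Fluorescence was normalized against a per-plate six-point rhodamine standard curve as dye-equivalent concentration.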
HEK293 cAMP cs: parental HEK293 cAMP activation (counter-screen) | parental HEK293 CNG cAMP sensor, membrane potential fluorescence | Potency, µM (top dose mostly 57.1 µM), for the others: top-dose activation, hits mostly activators | 73,000 tested, 2.5% active; further: potency means the concentration at half of the fitted maximal effect; % of control where 0% means no effect; nearly all actives have a fitted effect of over 55% in size
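Parental HEK 293 cells stably expressing a cAMP-gated CNG channel were loaded with membrane potential dye containing 100 uM RO 20-1724 for 60 min. Compound added for 30 min; depolarization read as fluorescence intensity at 590 nm.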
FLuc inh: inhibitors of firefly luciferase; P08659; purified firefly luciferase, luminescence, 8 min; Potency, µM (titrated, usually from 57.1 µM), for the others: at the top dose activity change, negative = inhibition, hits mostly inhibitors; 72,000 tested, 2.2% active; AID 411; further: potency means the concentration at half of the fitted maximal effect; on the % scale 0 is the no-effect control and ±100 the full control effect; nearly all actives have a fitted effect of over 40% in size
Target sequence (P08659 whole entry, looked up): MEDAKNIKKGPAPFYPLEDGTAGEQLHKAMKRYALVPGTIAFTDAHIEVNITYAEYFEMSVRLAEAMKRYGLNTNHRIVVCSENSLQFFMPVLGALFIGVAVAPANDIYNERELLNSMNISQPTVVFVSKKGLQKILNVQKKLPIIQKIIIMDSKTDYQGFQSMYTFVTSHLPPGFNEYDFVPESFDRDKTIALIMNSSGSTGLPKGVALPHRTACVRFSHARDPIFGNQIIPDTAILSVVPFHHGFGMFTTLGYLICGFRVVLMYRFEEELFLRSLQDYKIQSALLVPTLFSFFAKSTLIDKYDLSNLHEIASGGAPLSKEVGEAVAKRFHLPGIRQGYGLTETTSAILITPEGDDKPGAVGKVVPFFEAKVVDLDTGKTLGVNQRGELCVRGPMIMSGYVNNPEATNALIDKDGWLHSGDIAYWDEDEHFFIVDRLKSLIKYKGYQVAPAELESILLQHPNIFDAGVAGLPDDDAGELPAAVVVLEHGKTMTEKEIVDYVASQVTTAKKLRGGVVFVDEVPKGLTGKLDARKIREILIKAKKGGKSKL
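Substrate buffer containing 10 uM ATP (pH 7.2 imidazole, Mg2+, KCl, detergent, BSA) is dispensed, compound pinned in, then luciferase/luciferin detector mix added. After 8 min at ambient temperature, light output is measured.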
Fluorescein autfl: compound fluoresces in the fluorescein spectral region; Compound autofluorescence, 480/540 nm, fluorescein-equivalent; stronger effect = higher value; AID 593; max fluorescein-equivalent concentration, M; 59,000 tested, 0.91% active; in the data active means max fluorescein-equivalent concentration above about 10 nM; inconclusive means between about 1.1 nM and that limit
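Fluorescein stocks ranging 3 mM down to 300 nM, plus DMSO blanks, were pinned alongside compounds to build a per-plate standard curve. Buffer: 100 mM Tris, pH 8.0. Incubation 15 min, room temperature; filters 480/540 nm.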
USP2a inhib: inhibitors of human ubiquitin-specific protease USP2a. USP2a enzymatic assay, qHTS inhibition. O75604. 60,000 tested, 0.1% active. AID 927. Potency, µM (titrated, usually from 38.3 µM), for the others: at the highest dose activity change, negative = inhibition, usual class: inhibitors;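 further: potency means the concentration at half of the fitted maximal effect; nearly all actives have a fitted effect of over 60% in size; plate controls were DMSO for no effect and NEM full inhibition control for full effect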
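Inhibition is measured in a cell-free coupled assay with 20 nM USP2 core, 20 nM Ub-PLA2 and 20 uM NBD C6-HPC, 2.5 h incubation. Activity normalized to NEM control.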
Texas Red fluor: compounds fluorescent in Texas Red spectral region. Compound fluorescence, Texas Red channel, 547/618 nm; stronger effect = higher value. max dye-equivalent concentration, M. 59,000 tested, 0.06% active. AID 587; in the data active means max dye-equivalent concentration above about 10 nM; inconclusive means between about 1.1 nM and that limit
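Spectral interference profiling: each compound concentration's relative fluorescence, read with a 547 nm excitation and 618 nm emission filter pair, was normalized to a per-plate Texas Red standard curve.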
HADH2 inh: HADH2 (human) dehydrogenase inhibition; recombinant HADH2, NADH fluorescence, beta-hydroxybutyryl-CoA; Potency, µM (titrated, usually from 57.1 µM), inactives show at the top dose activity change, negative = inhibition, most hits filed as inhibitors; Q99714; 73,000 tested, 3.4% active; further: potency means the concentration at half of the fitted maximal effect; on the % scale 0 is the no-effect control and ±100 the full control effect; nearly all actives have a fitted effect of over 60% in size; many of its hits are not listed in these tables
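Buffer 100 mM Tris-HCl pH 9.0/0.01% Tween-20; HADH2 20 nM; NAD+ 1 mM; beta-hydroxybutyryl-CoA 90 uM (all final). 15 min cpd preincubation, RT.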
Tau filament bind: tau filament binding. P10636. recombinant tau filaments, thioflavin S fluorescence, 15 h; filaments grown with octadecylsulfate alongside compound. Potency, µM (series often up to 57.1 µM), inactives show top-dose activity change, negative = inhibition. 71,000 tested, 2% active. AID 596;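 further: potency means the concentration at half of the fitted maximal effect; on the % scale 0 is the no-effect control and ±100 the full control effect; actives lower thioflavin S fluorescence by blocking filaments or displacing dye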
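Assay mix: 1 uM His-tagged tau, 30 uM sodium octadecylsulfate, thioflavine S dye in HEPES/NaCl/DTT buffer. Compound is added prior to the inducer. Fluorescence after 15 h at 37 C.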
Active calls of the source: *; i = inactive; ? = inconclusive; . = no result given; [ ] = remark or other dose. Unless noted, the call rests on the fitted dose curve; in most records, active means well fitted curve in the direction sought with a large enough effect; inconclusive means small, poorly fitted or top-dose-only effect, or another doubt; inactive means no such curve, though single readings can be large; an effect the other way counts as inactive or inconclusive. Some of the compounds tested (hit frequency here may not be typical).

compound,Casp1 inh,ERK AVP block,Caspase-7 inhib,Rhodamine fluor,HEK293 cAMP cs,FLuc inh,Fluorescein autfl,USP2a inhib,Texas Red fluor,HADH2 inh,Tau filament bind
CC(C)(C)OCC(NC(=O)C(CC(N)=O)NC(=O)OC(C)(C)C)C(=O)OC(C)(C)C (configuration not stated),-2%,-1%,-1%,i,48%,-6%,i,.,i,13%,-1%
COc1ccc(NC(=O)CS(=O)CC(=O)NC2CCCc3ccccc32)cc1 (configuration not stated),-4%,-3%,-2%,i,7%,-1%,i,4%,i,14%,4%
O=C(Nc1nccs1)Oc1ccccc1,0%,-5%,1%,i,30%,-1%,?,-4%,i,2%,6%
CCOCCn1c(=O)c2c(nc3n2CCN3c2ccccc2)n(C)c1=O,0%,-6%,-1%,i,-5%,0%,i,3%,i,9%,-3%
COc1ccc(C2c3c(oc4ccccc4c3=O)C(=O)N2CC2CCCO2)cc1 (configuration not stated),0%,-2%,-1%,i,23%,2%,i,7%,?,3%,-10%
CCc1cccc(C)c1NC(=O)C1CCCO1 (configuration not stated),-1%,-16%,-1%,.,1%,2%,.,0%,.,8%,1%
O=C(NCc1ccccc1)N[C@@H](Cc1ccccc1)C(=O)O,0%,1%,-2%,i,11%,0%,?,-4%,i,1%,-5%
Cc1ccc(S(=O)(=O)N2C(=S)SCC2(C)C)cc1,-2%,-2%,1%,.,?,-1%,.,0%,.,-5%,-16%
OCCN(CCO)CC(O)Cn1c2ccccc2c2ccccc21 (configuration not stated),0%,0%,-2%,i,?,-1%,?,6%,i,6%,-9%
Nc1n[nH]c(S(=O)(=O)CCCc2ccccc2)n1,-3%,-17%,-1%,i,?,2%,i,-4%,i,0%,-2%
CCC(=O)n1nc(NCc2ccc(OC)c(OC)c2)nc1NCc1ccc(OC)c(OC)c1,-2%,-28%,0%,i,16%,2%,i,10%,i,-3%,6%
O=C(CSCCNS(=O)(=O)c1ccccc1)Nc1ccccc1,-8%,3%,0%,.,?,0%,.,2%,.,-1%,16%
Cc1noc(NS(=O)(=O)c2ccc(NC(=O)CSc3n[nH]c(-c4ccccc4)n3)cc2)c1C,-1%,-2%,0%,i,9%,-3%,i,6%,i,-3%,11%
CC(C)c1nnc(NC(=O)c2c(O)c3cccc4c3n(c2=O)CCC4)s1,-2%,-7%,-2%,i,-7%,1%,?,6%,i,-5%,33%
O=C(Nc1ccc(Oc2ccccc2)cc1)C1CCCO1 (configuration not stated),-3%,30%,-3%,.,-11%,-9%,.,10%,.,0%,-5%
CCOc1cc(C(=O)NCCN2CCOCC2)cc(OCC)c1OCC,-1%,-15%,1%,.,0%,0%,.,7%,.,-3%,4%
CCSc1nnc2c(n1)OC(c1ccc(C(=O)O)cc1)N(C(C)=O)c1ccccc1-2 (configuration not stated),-14%,-7%,?,.,-2%,-3%,.,.,.,-18%,8%
c1coc(CNc2nc3ccccc3n2CCN2CCOCC2)c1,-1%,-24%,-1%,i,16%,1%,?,3%,i,5%,-7%
CCOC(=O)C1CCCN(CC(=O)Nc2c(C(=O)OC)[nH]c3ccccc23)C1 (configuration not stated),-1%,-20%,-8%,i,20%,0%,i,19%,?,1%,-7%
N#Cc1cc2ccccc2nc1SCC(=O)Nc1ccccc1N1CCOCC1,-2%,0%,-1%,i,14%,3%,i,.,i,4%,4%
C=CCn1c(SCC(O)Cn2c3ccccc3c3ccccc32)nnc1-c1ccco1 (configuration not stated),-7%,-2%,-8%,i,25µM*,2%,i,122%[activator],i,-20%,17%
CCCCNC(=O)c1nnn(-c2ccccc2)c1N,1%,43%,1%,i,-2%,-8%,?,-2%,i,2%,0%
COc1cc(C(=O)NCC(c2cccnc2)N2CCN(C)CC2)cc(OC)c1OC (configuration not stated),0%,8%,-1%,i,4%,0%,i,-1%,i,3%,3%
O=S1(=O)CC(N2CCOCC2)c2ccccc21 (configuration not stated),-1%,-24%,1%,i,-3%,3%,?,1%,i,-1%,-12%
COc1ccc(S(=O)(=O)N2CCCN(S(=O)(=O)c3ccc(OC)cc3C)CC2)c(C)c1,-3%,-18%,0%,.,8%[11.4 µM],0%,.,0%[7.66 µM],.,16%[11.4 µM],6%[11.4 µM]
O=S(=O)(c1ccc(S(=O)(=O)N(Cc2ccco2)Cc2ccccc2Cl)cc1)N1CCCC1,0%,28%,5%,i,15%,3%,?,-2%,i,8%,-2%
CN1CCc2nc(NC(=O)c3cccc(S(=O)(=O)N4CCc5ccccc54)c3)sc2C1,?,3%,?,i,16%,-8%,?,32%[activator],i,-13%,213%
Cc1cc(=O)[nH]c2c1c(C)nn2C1CCCC1,-1%,-20%,0%,i,-5%,4%,?,-3%,i,-7%,-1%
O=C(O)[C@@H](Br)[C@@H](Br)c1ccccc1[N+](=O)[O-],2%[11.5 µM],-20%[11.5 µM],-2%[11.5 µM],i,5%[11.4 µM],2%[11.4 µM],i,.,i,-14%[11.4 µM],-2%[11.4 µM]
COC(=O)[C@H]1C[C@@H]1[C@H](NC(=O)c1cc(C)on1)c1ccccc1,1%,10%,0%,.,11%,.,.,.,.,9%,-4%
Cn1cnnc1SCc1ccc(F)c2ccccc12,0%,-12%,-2%,.,1%[11.4 µM],0%,.,7%[7.66 µM],.,3%[11.4 µM],11%[11.4 µM]
O=C(CS(=O)(=O)Cc1ccccc1)Nc1nnc(C2CCCCC2)s1,3%,9%,-3%,i,8%,3%,i,7%,i,7%,7%
CC(C)CCOP(=O)(c1ccc(N(C)C)cc1)C(O)c1ccccn1 (configuration not stated),0%,8%,1%,i,6%,2%,i,16%,?,5%,-24%
COC(=O)[C@@H](NC(=O)Nc1ccc(OC(F)(F)F)cc1)C(C)C,-1%,20%,-1%,i,1%,1%,i,5%,i,7%,-4%
O=C(Nc1cccc(F)c1)c1ccc(S(=O)(=O)NCC2CCCO2)cc1 (configuration not stated),1%,-17%,-1%,i,-1%,1%,?,8%,?,4%,-7%
COc1ccc(CC(=O)NCc2nnc(SCC(=O)Nc3nccs3)n2-c2ccccc2)cc1,-1%,.,-1%,.,19%,1%,.,.,.,1%,3%
COc1ccccc1N1CC(O)=C(c2nc3ccccc3c(=O)[nH]2)C1=N,-2%,0%,0%,i,7%,-3%,i,.,i,235%[activator],-1%
CCOC(=O)c1[nH]c2ccc(OC)cc2c1NC(=O)C(C)N1CCSCC1 (configuration not stated),-2%,-25%,-1%,i,6%,1%,i,16%,i,25µM*,-12%
Cc1noc(C)c1C(=O)N1CCC[C@@]2(CCN(C(=O)Nc3ccccc3)C2)C1,-2%,9%,3%,i,9%,0%[11.4 µM],i,18%,i,5%,4%
Cc1nc(NC2CCCCC2)c2nc(-c3ccccc3)n(CCCN(C)C)c2n1,-2%,6%,2%,.,?,.,.,.,.,?,26%
CN(C)C(=O)c1ccc(-c2cncnc2N2CCNCC2)cc1,-6%,-2%,-3%,i,?,1%[2.29 µM],i,7%,i,7%,0%

Whole records as entered above. Values in the order: Casp1 inh	ERK AVP block	Caspase-7 inhib	Rhodamine fluor	HEK293 cAMP cs	FLuc inh	Fluorescein autfl	USP2a inhib	Texas Red fluor	HADH2 inh	Tau filament bind
COc1ccc(CC(=O)NCc2nnc(SCC(=O)Nc3nccs3)n2-c2ccccc2)cc1 in the list: -1%	.	-1%	.	19%	1%	.	.	.	1%	3%
O=C(Nc1cccc(F)c1)c1ccc(S(=O)(=O)NCC2CCCO2)cc1 (configuration not stated) in the list: 1%	-17%	-1%	i	-1%	1%	?	8%	?	4%	-7%
Cc1nc(NC2CCCCC2)c2nc(-c3ccccc3)n(CCCN(C)C)c2n1 in the list: -2%	6%	2%	.	?	.	.	.	.	?	26%
CC(C)CCOP(=O)(c1ccc(N(C)C)cc1)C(O)c1ccccn1 (configuration not stated) in the list: 0%	8%	1%	i	6%	2%	i	16%	?	5%	-24%
